PAFAH1B2 inh – inhibitors of human PAFAH1B2. recombinant PAFAH1B2, FP-rhodamine activity probe, fluorescence polarization. inhibition, % at 3.39 µM. actives 1.2% (n = 340,000);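 active means inhibition above the mean of all tested compounds plus 3 SD, cut at about 24% in these data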;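 further: 0% = enzyme with DMSO and 100% = wells lacking PAFAH1B2; many of its hits are not listed in these tables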
pPAFAH inh – pPAFAH (human) enzyme inhibition. recombinant pPAFAH, FP-rhodamine probe fluorescence polarization. Q13093. actives 1.5% (n = 330,000). inhibition, % at 3.39 µM;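 active means inhibition above the mean inhibition across the screen plus 3 SD, cut at about 25% in these data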;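 further: inhibitors block binding of the rhodamine activity-based probe so polarization drops; 0% = enzyme with DMSO and 100% = wells lacking pPAFAH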
Target sequence (Q13093 whole entry, looked up): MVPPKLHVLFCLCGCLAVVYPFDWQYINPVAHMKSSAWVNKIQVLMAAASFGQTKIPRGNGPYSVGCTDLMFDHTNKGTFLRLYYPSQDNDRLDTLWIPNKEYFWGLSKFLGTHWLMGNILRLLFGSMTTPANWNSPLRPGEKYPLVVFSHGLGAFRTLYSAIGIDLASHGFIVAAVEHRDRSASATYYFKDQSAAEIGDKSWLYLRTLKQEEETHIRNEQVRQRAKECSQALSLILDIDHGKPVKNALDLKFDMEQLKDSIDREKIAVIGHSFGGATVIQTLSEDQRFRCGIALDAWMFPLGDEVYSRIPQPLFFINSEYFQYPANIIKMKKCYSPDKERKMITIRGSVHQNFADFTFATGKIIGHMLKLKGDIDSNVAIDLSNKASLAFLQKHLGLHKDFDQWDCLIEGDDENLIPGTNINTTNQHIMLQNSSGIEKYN
MCL1 BIM primary – MCL1-BIM-BH3 interaction inhibition (human); GST-MCL1 / FITC-Bim-BH3 fluorescence polarization; inhibition, % at 10.9 µM; actives 0.68% (n = 320,000);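 active means inhibition above the mean inhibition of all tested compounds plus 3 SD, set per campaign, cut at about 40% in these data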;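 further: 0% = DMSO wells and 100% = unlabeled Bim-BH3 peptide control; higher means more loss of mP so more displacement of Bim peptide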
PME-1 primary – blocks human protein phosphatase methylesterase 1; Q9Y570; recombinant PME-1, FP-Rh probe fluorescence polarization; inhibition, % at 5.9 µM; actives 0.53% (n = 320,000); AID 2130;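 active means inhibition above the campaign mean of all compounds plus 3 SD, cut at about 26% in these data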;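 further: competitive labeling of PME-1 active site by serine hydrolase directed probe; 0% = PME-1 with DMSO and 100% = wells lacking PME-1 enzyme; inhibitors block probe labeling so polarization falls and inhibition rises; many of its hits are not listed in these tables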
Target sequence (Q9Y570 whole entry, looked up): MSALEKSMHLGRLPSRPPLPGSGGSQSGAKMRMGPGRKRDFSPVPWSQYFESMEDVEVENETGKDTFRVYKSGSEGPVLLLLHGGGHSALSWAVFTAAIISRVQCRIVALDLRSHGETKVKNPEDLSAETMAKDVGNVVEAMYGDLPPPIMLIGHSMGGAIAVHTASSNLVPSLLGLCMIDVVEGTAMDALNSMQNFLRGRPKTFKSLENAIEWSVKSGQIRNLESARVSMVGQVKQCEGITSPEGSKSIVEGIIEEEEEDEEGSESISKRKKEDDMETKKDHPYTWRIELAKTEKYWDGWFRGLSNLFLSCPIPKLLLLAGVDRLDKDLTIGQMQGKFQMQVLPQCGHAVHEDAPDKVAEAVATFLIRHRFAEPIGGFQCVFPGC
Fam108B inh – counter-screen for RBBP9 inhibitors: inhibitors of mouse Fam108B; recombinant Fam108B, FP-Rh probe fluorescence polarization; inhibition, % at 9.51 µM; actives 0.33% (n = 300,000);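 active means inhibition above the screen mean inhibition plus 3 SD, computed separately per campaign, cut at about 18% in these data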;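 further: inhibitors lower polarization as less probe binds the enzyme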
AHR act – human AHR activation; P35869; AHR-responsive luciferase reporter cells, luminescence; activation, % at 5 µM; actives 2.5% (n = 320,000); AID 2796; in the data active means activation above about 47%;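 further: 0% = vehicle wells and 100% = reference agonist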
Bcl-xL primary – inhibitors of human Bcl-xL. Q07817. GST-Bcl-xL / FITC-Bim BH3 peptide fluorescence polarization. inhibition, % at 10.9 µM. actives 0.7% (n = 320,000). AID 2129;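 active means inhibition above the mean of all tested compounds plus 3 SD, cutoff set per campaign, cut at about 30% in these data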;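 further: 0% = DMSO wells and 100% = unlabeled Bim-BH3 peptide competitor; inhibitors lower millipolarization by displacing the labeled peptide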
Target sequence (Q07817 whole entry, looked up): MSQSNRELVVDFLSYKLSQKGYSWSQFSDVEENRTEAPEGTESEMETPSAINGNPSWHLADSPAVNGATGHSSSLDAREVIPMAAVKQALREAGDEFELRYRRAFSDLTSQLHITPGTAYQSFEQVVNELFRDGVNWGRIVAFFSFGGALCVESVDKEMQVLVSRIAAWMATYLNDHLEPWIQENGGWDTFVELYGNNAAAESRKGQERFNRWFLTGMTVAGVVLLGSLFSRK
GLD-1 TGE inh – GLD-1-TGE RNA interaction inhibition (C. elegans); purified GLD-1 + fluorescein TGE RNA, fluorescence polarization; inhibition, % at 5.96 µM; Q17339; actives 0.44% (n = 320,000);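 active means percent inhibition above a per-plate cutoff, the plate mean of test compounds plus 3 SD, cut at about 30% in these data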;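 further: 0% = DMSO wells with GLD-1 and probe and 100% = wells lacking GLD-1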
MEX-5 binding – C. elegans MEX-5 TCR-2 RNA binding activity. Q9XUB2. MEX-5/FITC-TCR2 RNA binding, fluorescence polarization; active compounds read low. activity score (negative = inhibition of binding), % at 10 µM. actives 0.38% (n = 300,000);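 active means inhibition past about -25% in most replicates, and total fluorescence under double the plate's negative control median, limit read from the data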;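 further: 0% = DMSO and -100% = 5 µM competing unlabeled TCR2 RNA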
Active calls of the source: *; x = not tested or not shown. The list is partial. The share of hits here may be higher or lower than overall.

SMILES	PAFAH1B2 inh	pPAFAH inh	MCL1 BIM primary	PME-1 primary	Fam108B inh	AHR act	Bcl-xL primary	GLD-1 TGE inh	MEX-5 binding
O=C(CN1C(=O)c2cccc3cccc1c23)NCc1cccnc1	8	0	3	-2	-1	17	2	9	0.9
O=C(Nc1ccc(Br)cc1)c1cccc(N2C(=O)C3C4CCC(C4)C3C2=O)c1 (stereo not given)	0	4	11	0	-4	17	4	8	0.2
CCOC(=O)c1[nH]c2ccc(OC)cc2c1NC(=S)N1CCN(c2cccc(Cl)c2)CC1	0	5	9	2	2	5	11	13	-0.6
Cc1c(C)c2ccc(OCC(=O)N3CCN(c4ccccc4)CC3)cc2oc1=O	2	2	2	3	4	-1	4	0	0.5
COc1ccc(OC)c(CN2CCN(C(=O)c3cccc(S(=O)(=O)Nc4ccccc4OC)c3)CC2)c1	4	-4	5	11	1	1	3	-2	1.6
O=C(NCCCn1ccnc1)C(=O)NCc1ccc(Cl)cc1	6	1	-5	-8	2	5	2	-1	0.0
O=C(CNS(=O)(=O)c1cccc(C(F)(F)F)c1)Nc1ccccc1F	2	0	10	4	4	0	-1	-4	-0.5
CCOC(=O)N1CCN(C(=O)C(CC(C)C)NS(=O)(=O)c2ccc3c(c2)oc(=O)n3C)CC1 (stereo not given)	-5	3	5	1	2	0	3	-2	1.0
O=C(c1ccc(-c2ccccc2)cc1)N1CCCC1	6	5	1	-2	-3	-6	7	0	2.0
CC1(C)CC(=O)C(C=Nc2ccncc2)=C(O)C1	2	2	4	2	-2	-2	3	3	-1.4
Cc1ccc(NC(=O)CCN2C(=O)C3CCCCC3C2=O)c(O)c1 (stereo not given)	-1	2	-4	6	3	12	2	1	0.3
COc1ccc(NC(=O)COC(=O)c2cc(C)oc2C)cc1OC	6	4	-5	-1	x	0	-3	-2	x
CC(C)NC(=O)COc1ccc(/C=N/NS(=O)(=O)c2ccccc2)cc1	4	2	1	1	-1	3	-1	2	-1.8
O=C1CCC(C(=O)OCC(=O)c2ccccc2)N1 (stereo not given)	7	-3	1	3	-2	0	12	1	0.5
O=C(CCC(=O)OC(C(=O)c1ccccc1)c1ccccc1)Nc1ccccc1 (stereo not given)	9	-1	4	-3	1	-1	6	1	-4.4
O=C(O)CSC1c2ccccc2C(=O)N1c1ccccc1 (stereo not given)	10	3	-1	-2	1	3	2	3	3.4
Cc1cc(C(=O)NNC(=S)Nc2cccc(C(F)(F)F)c2)nn1C	7	13	5	2	0	2	0	4	-1.1
Cc1onc(-c2c(F)cccc2Cl)c1C(=O)Nc1ccc(Cl)c(S(=O)(=O)N(C)C)c1	2	-3	-3	2	x	20	-4	3	x
COc1ccccc1C(=O)N1CCN(C(=O)c2ccncc2)CC1	1	-4	-10	1	-6	-1	-4	-7	-2.4
O=C(CSc1nnc(NC(=O)C2CC(=O)N(c3ccc(F)cc3)C2)s1)NCC1CCCO1 (stereo not given)	-5	11	10	8	1	6	6	2	1.4
O=C(CCN1C(=O)/C(=C/c2ccc(F)cc2)SC1=S)NCCc1cnc[nH]1	3	2	12	-7	5	0	17	-2	-2.8
Cc1cc(Cl)ccc1Oc1ncnc2onc(C)c12	-2	4	6	6	1	2	4	2	-1.3
C=CCNc1nc(NC(C)(C)CO)nc(OC)n1	-7	2	7	0	-2	0	11	2	-1.2
CC(C)Cn1c(=O)c(C(=O)NCc2ccccn2)c(O)c2ccccc21	-3	56*	3	-3	-2	23	5	-3	-0.9
Cc1ccccc1N1C(=O)C(Oc2ccc(Cl)cc2)C1CNC(C)(C)C (stereo not given)	6	-1	1	3	-3	3	7	2	-3.0

(cont.)
SMILES	PAFAH1B2 inh	pPAFAH inh	MCL1 BIM primary	PME-1 primary	Fam108B inh	AHR act	Bcl-xL primary	GLD-1 TGE inh	MEX-5 binding
Cc1cccc(CNC(=O)CCc2nnc(C3CCCCC3)o2)c1	4	0	1	3	3	0	-2	-3	-0.7
CCOC(=O)CN1C(=O)N[C@@H](CCc2ccccc2)[C@@H](C(=O)OC)[C@H]1C	-1	3	4	-1	2	0	2	-10	-1.6
COc1ccccc1-c1nnc(SCC(=O)Nc2nc(-c3ccccc3)cs2)n1C	-4	6	8	7	-2	18	8	0	1.5
O=C(NC1CC1)C(Cl)c1ccccc1 (stereo not given)	4	-2	1	-7	0	-1	5	1	-1.0
COc1cccc(NS(=O)(=O)c2ccc(Br)s2)c1	18	1	0	9	-6	1	6	0	1.4
O=c1c2ccccc2nnn1CSc1nc2ccccc2[nH]1	6	0	-1	-6	7	4	3	9	1.1
O=C(COc1ccccc1)NNc1nc2ccccc2s1	5	12	9	-4	-5	50*	4	0	-2.3
COc1ccc(N2CCN(S(=O)(=O)c3cc(Br)cnc3N)CC2)cc1	4	-1	8	4	2	0	10	-2	2.4
CCOc1ccc(NC(=O)CN2CCN(C(=O)C3CCCO3)CC2)cc1 (stereo not given)	3	4	2	2	1	1	4	2	-0.1
O=C(NCC(=O)N(c1ccc(F)cc1)C(C(=O)NC1CCCC1)c1cccnc1)c1ccco1 (stereo not given)	4	-9	-2	-7	-1	2	0	1	2.4
Cc1csc(C)[n+]1CC(=O)c1ccccc1	2	1	11	0	0	1	6	0	3.1
COc1cc2c(cc1OC)/C(=C/c1ccc(Br)cc1)C(=O)OC2	1	-5	2	-9	-2	85*	6	3	-1.4
O=C(COC(=O)CCCc1nc2ccccc2s1)Nc1ncc(Cl)cc1Cl	2	15	5	4	-4	4	17	7	0.0
S=C(NCc1cccnc1)NCc1cccnc1	-1	-7	10	-6	-4	1	5	8	-1.2
C[C@H]1CN=C(N(C)C)N1CCC1CCCC1	-2	3	-7	-3	0	3	-4	-3	x
C=CCn1c(SCC(=O)N2CCOCC2)nc2ccccc2c1=O	2	4	8	-1	4	0	7	3	-0.4
COc1ccc(CCNC(=O)c2cc3c(=O)n4ccccc4nc3n(Cc3ccco3)c2=N)cc1OC	5	5	12	1	4	0	15	0	-0.4
Cc1cc(C(=O)COc2ccc(F)cc2Br)c(C)n1C	3	-4	0	5	9	9	0	8	-0.2
O=C(CN1CCN(S(=O)(=O)c2ccc3ccccc3c2)CC1)Nc1ccc(N2CCOCC2)cc1	3	2	-3	5	3	0	-4	-6	-0.4
O=C(CCCNC(=O)c1ccc(Cl)cc1)Nc1cccc(F)c1	21	-2	-3	4	1	13	5	-3	-1.4
CCn1cc(C(=O)N2CCc3ccccc32)c(=O)c2cc(S(=O)(=O)N3CC(C)CC(C)C3)ccc21 (stereo not given)	2	4	2	17	-1	1	4	0	2.2
CC1CCc2sc3ncnc(N4CCN(CCO)CC4)c3c2C1 (stereo not given)	2	2	7	4	-7	3	7	-1	0.3
[O-]/C(=C(\C(=S)NCc1ccccc1)[n+]1ccccc1)c1ccc(Cl)cc1	x	5	3	-8	0	2	-2	-5	-1.6
Cc1cc(=O)nc2c3ccccc3n(CC(=O)NCCCN3CCCC3=O)n12	-3	-1	12	-1	-3	18	5	2	-3.4
Cc1ccc(C(=O)c2nocc2C(=O)c2cccs2)cc1	5	4	-3	0	0	3	3	-6	1.4

Ordered by value in PME-1 primary (descending): some entries from above.
SMILES	PAFAH1B2 inh	pPAFAH inh	MCL1 BIM primary	PME-1 primary	AHR act	Bcl-xL primary	GLD-1 TGE inh	MEX-5 binding
Cc1cccc(CNC(=O)CCc2nnc(C3CCCCC3)o2)c1	4	0	1	3	0	-2	-3	-0.7
Cc1ccc(C(=O)c2nocc2C(=O)c2cccs2)cc1	5	4	-3	0	3	3	-6	1.4
CCOC(=O)CN1C(=O)N[C@@H](CCc2ccccc2)[C@@H](C(=O)OC)[C@H]1C	-1	3	4	-1	0	2	-10	-1.6

Going on with the list:
SMILES	PAFAH1B2 inh	pPAFAH inh	MCL1 BIM primary	PME-1 primary	Fam108B inh	AHR act	Bcl-xL primary	GLD-1 TGE inh	MEX-5 binding
COc1ccc(C(=O)N2CC(=O)Nc3ccccc32)cc1S(=O)(=O)N1CCCC1	3	0	-4	-1	3	4	-1	1	-0.1
COc1nc(Nc2ccccc2)nc(OC)n1	-1	5	0	0	-1	15	0	4	3.8
COCCCn1ccc(O)c(Cc2ccc(F)cc2)c1=O	4	-1	1	-4	-2	0	2	10	-3.4
COC(=O)c1cc([N+](=O)[O-])ccc1N1CCN(Cc2ccccc2)CC1	3	4	0	0	1	14	-3	4	2.1
CCCC(=O)NCCc1cc2ccc(OC)cc2[nH]c1=O	1	3	10	6	-4	0	3	0	0.5
CN(C)CCCn1c(=O)n(CCc2ccccc2)c(=O)c2c3c(sc21)CCCCC3	8	8	38	2	8	-4	56*	21	0.2
Cc1ccc(CNC(=O)C2CCC(=O)N(CCCN3CCOCC3)C2)cc1 (stereo not given)	2	-1	1	-2	3	-1	2	-6	1.8
COc1ccccc1C(=O)O/N=C1/CCCc2c1ccc(OC)c2[N+](=O)[O-]	-2	2	-1	3	-5	11	9	4	-1.0
COc1ccc(-c2[nH]ncc2CN2CCN(c3ccccn3)CC2)c(OC)c1	-4	5	4	2	-3	1	-3	8	-5.3
Cc1cccc2sc(NC(=O)CCn3cccc3)nc12	-3	5	-8	-6	-3	10	-2	-3	-0.7
CCOc1ccc(NC(=O)NCCCSC2CCCCC2)cc1	2	8	1	-1	-2	2	-1	7	-1.2
CCOC(=O)c1cnc(-n2nc(C)cc2C)nc1N1CCOCC1	0	6	2	-5	4	9	-3	6	0.8
CC(=O)c1ccc(NC(=O)Nc2ccc(Br)cc2C)cc1	-8	2	1	1	-3	19	0	11	-2.3
CCn1c(SCc2ccc(Cl)c(Cl)c2)nnc1C(C)NC(=O)c1ccc(OC)cc1 (stereo not given)	2	-4	1	-2	2	3	7	-3	-2.0
O=C(NCCc1ccccc1)c1ccc2nc3cc(Cl)ccc3c(=O)n2c1	-6	4	-3	-6	1	3	1	-5	2.7
N#Cc1ccccc1Sc1ccccc1C(=O)OCc1nnc(-c2ccccc2)o1	2	6	-2	1	-7	7	4	-7	-1.3
CCOC(=O)[C@H]1[C@H]2COc3ccc(C)cc3[C@@H]2N2C(=O)c3cc(F)ccc3NC(=O)[C@@]12C	6	-2	5	1	4	-3	7	1	x
COc1ccc(C(=O)N2CCN(c3ccc(NC(=O)c4cccnc4)cc3)CC2)cc1	4	-4	11	10	1	0	1	3	-0.4
COc1cccc(NC(=O)C(=O)NCCc2ccc(F)cc2)c1	6	3	2	5	0	1	5	5	-0.5
O=C(NC(=S)N1CCCc2ccccc21)c1ccc(Br)cc1	1	3	-1	3	-3	88*	2	1	0.5
COc1ccc2occ(C(=O)c3coc4ccc(O)c(CN(C)C)c34)c2c1	5	13	2	-5	1	25	1	-2	0.8
COC(=O)c1ccc(N2CCN(c3ccccc3)CC2)c(N)c1	-1	3	6	-1	8	1	2	3	1.4
CC1(C)NC(=O)N(CC(O)COc2ccc(-c3ccccc3)cc2)C1=O (stereo not given)	3	7	-2	-6	-1	15	2	-6	1.7
Cc1ccccc1CSc1nsc(N)n1	3	2	-1	5	2	5	5	1	2.2
COc1ccc(CCNC(=O)COc2ccc(S(=O)(=O)N3CCOCC3)cc2)cc1	5	2	3	2	-1	0	2	-7	1.4
O=C(N/N=C\c1cccc(Cl)c1)c1ccc(Cn2cc(Br)c([N+](=O)[O-])n2)o1	-7	1	5	-11	-13	28	4	2	0.6
O=c1c(-c2ccc(Cl)cc2)coc2c(CN3CCCCC3)c(O)ccc12	0	-4	5	-4	4	-1	-6	0	-0.3
CC(/C=N/NC(=O)c1cc(-c2ccncc2)nc2ccccc12)=C\c1ccco1	-4	-2	-3	3	-1	9	7	5	0.5
CCCc1cc(=O)oc2cc(Oc3ncccn3)ccc12	4	6	-3	8	-1	24	5	-3	-0.1

Screening data: PubChem BioAssay, several laboratories
